Assay outcomes (PubChem BioAssay)
ROC1-CUL1 inh = inhibitors of human ROC1-CUL1 ubiquitin ligase activity; P62877+Q13616; in vitro K48 di-Ub FRET, acceptor:donor ratio, 45 min; inhibition, % at 10 µM; 140,000 tested, 0.6% active; AID 1347404; in the data active means inhibition above about 25%
Target sequence (P62877 whole entry, looked up): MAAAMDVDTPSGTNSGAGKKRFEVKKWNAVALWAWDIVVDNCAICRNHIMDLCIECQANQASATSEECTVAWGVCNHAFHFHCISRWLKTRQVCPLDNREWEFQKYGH
Target sequence (Q13616 whole entry, looked up): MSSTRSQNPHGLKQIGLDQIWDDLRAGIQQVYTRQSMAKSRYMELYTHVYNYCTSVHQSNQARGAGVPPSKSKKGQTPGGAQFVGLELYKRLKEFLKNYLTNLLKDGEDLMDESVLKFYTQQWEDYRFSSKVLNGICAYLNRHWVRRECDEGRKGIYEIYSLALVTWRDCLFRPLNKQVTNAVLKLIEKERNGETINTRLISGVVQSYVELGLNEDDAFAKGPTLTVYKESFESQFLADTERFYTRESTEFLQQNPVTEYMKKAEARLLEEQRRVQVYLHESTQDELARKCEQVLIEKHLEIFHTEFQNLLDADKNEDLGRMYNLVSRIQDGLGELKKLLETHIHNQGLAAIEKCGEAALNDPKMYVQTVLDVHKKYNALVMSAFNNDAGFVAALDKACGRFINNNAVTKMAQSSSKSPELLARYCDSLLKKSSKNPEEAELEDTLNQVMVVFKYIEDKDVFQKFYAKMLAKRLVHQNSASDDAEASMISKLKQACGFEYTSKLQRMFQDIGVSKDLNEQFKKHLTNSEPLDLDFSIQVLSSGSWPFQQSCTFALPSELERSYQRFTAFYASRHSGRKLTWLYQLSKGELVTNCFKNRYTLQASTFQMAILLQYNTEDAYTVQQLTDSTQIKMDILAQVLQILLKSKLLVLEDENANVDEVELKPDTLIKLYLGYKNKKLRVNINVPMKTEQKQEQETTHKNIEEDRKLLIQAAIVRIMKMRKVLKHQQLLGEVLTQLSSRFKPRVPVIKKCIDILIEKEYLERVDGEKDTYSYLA
Active calls of the source: *. A portion of the library; rates above refer to the full screens.

SMILES | ROC1-CUL1 inh
COc1cc(/C=N\NC(=O)c2nc(C)cc(C)n2)ccc1O | 7
O=C1N(CC2CC2)CCCC1(O)CNCc1cn2c(n1)SCC2 (stereo not given) | 11
O=C(NCc1cccnc1)C(=O)NCC(c1cccnc1)N1CCN(c2ccc(F)cc2)CC1 (stereo not given) | -9
Cn1c2c(sc1=NC(=O)c1ccco1)CCc1ccccc1-2 | 5
CCN(CC)C(=O)C1=C(C)Nc2nnnn2C1c1ccc(F)cc1 (stereo not given) | 13
O=C(Nc1ccc(I)cc1)c1ccc(C(F)(F)F)cc1 | -7
O=C(CC(O)(c1cccs1)c1cccs1)c1sc2ccccc2c1O | 9
COC(=O)c1c(O)ccc(-c2ccc(C)cc2)c1C(=O)OC | 5
COc1cccc(CNC(=O)CCC2CCCN(Cc3nc4ccccc4n3C)C2)c1 (stereo not given) | 7
Nc1cc(Cl)ccc1OCCOCCOc1ccc(Cl)cc1N | -7
CCOc1ccc(Cl)cc1S(=O)(=O)N(CC)CC | -1
CSc1nc(NC(C)=O)n(C(C)=O)n1 | 8
Cc1cccc(C)c1N=C1N=C(SCC(=O)O)N(CC(N)=O)C12CCCC2 | -6
O=C(O)c1cccc(NC(=O)c2cccc(S(=O)(=O)Nc3cccc(C(=O)O)c3)c2)c1 | 0
Cc1cc(C)c(S(=O)(=O)Nc2cc(-c3cn4ccccc4n3)ccc2C)cc1C | -3
Cc1nn2c(C)c(C(=O)NC(C)c3ccccc3)cnc2c1-c1ccc(F)cc1 (stereo not given) | -3
O=C(CCOc1ccccc1)NCc1cccnc1N1CCCC(O)C1 (stereo not given) | 0
C=CCOc1ccc2ccccc2c1CNc1nn[nH]n1 | -7
C=CCN1C(=O)C(=O)C(C(=O)c2ccccc2)C1c1ccc(Cl)cc1 (stereo not given) | -3
Cc1ccc(NC(=O)CSc2nc3sc4c(c3c(=O)n2-c2ccccc2)CCCC4)c(C)c1 | -9
O=C(Nc1cccc(-c2ccc(F)cc2)c1)C1CCCN(Cc2ccccn2)C1 (stereo not given) | -1
CCn1nc(C)c(C(=O)Nc2cc3oc4ccccc4c3cc2OC)c1C | 4
CSCCNCc1cn[nH]c1-c1ccc(C)c(C)c1 | 1
O=S1(=O)CC(c2ccccc2)C1 | -2
O=C(Nc1ccc2c(c1)CN(Cc1nc3ccccc3[nH]1)CC2)C1CCCO1 (stereo not given) | 4
COc1ccc(C(=O)Nc2nnc(SCc3ccc(Br)cc3)s2)cc1OC | 3
COc1cc(CN([C@H]2CCCCNC2=O)S(=O)(=O)c2cccc3cccnc23)cc(OC)c1OCCc1ccsc1 | -2
COc1cc(C=C2C(=O)OC(c3ccccc3)OC2=O)cc(Cl)c1O (stereo not given) | 8
O=C(O)c1cc(NC(=O)c2ccccc2F)cc(C(=O)O)c1 | -2
COc1ccc(CNC2CC(C)(C)Cc3nc(N4CCOCC4)ncc32)cc1 (stereo not given) | -17
Cc1ccc(S(=O)(=O)N2CCC3(CC2)CC(N2CCOCC2)CO3)cc1 (stereo not given) | -3
CCc1ccc(S(=O)(=O)N2CCN(c3ccc(Cl)c(Cl)c3)CC2)cc1 | 1
CCc1cccc(NC(=O)CSc2nc3ccccc3nc2N2CCCCC2)c1 | -9
COc1ccc(OC)c(NC(=S)Nc2ccc(F)cc2)c1 | 0
Cc1cc(C(=O)Nc2ccc(N(C)C)cc2)no1 | 1
Cc1cc(OCC(=O)N=Nc2c(O)[nH]c(=O)[nH]c2=O)ccc1Cl | -8
Cc1cc(CCc2ccc(Cl)cc2)c(C(=O)O)s1 | -1
Cc1nnc(SCC(=O)c2ccc(Cl)c(Cl)c2)s1 | -2
COc1ccccc1N1C(=O)c2ccccc2NC1c1cc(OC)c(O)c(Br)c1Cl (stereo not given) | 3
Cn1nccc1C(=O)NC(C)(C)CC(C)(C)C | 1
N=C1OCC(=O)C1c1ccc(N)cc1 (stereo not given) | -1
COC(=O)C1C(C)=NC(=O)NC1c1cn(-c2ccccc2)nc1-c1ccc(OC)c(Br)c1 (stereo not given) | -1
COc1ccc2c(c1)c1c(c(=O)n(-c3ccc(C)cc3)c(=O)n1CC(=O)N1CCCC1)n2C | 2
Cc1ccc(-n2c(N)c(C#N)c3nc4ccccc4nc32)cc1C | 2
O=C(CN1C(=O)C2(SCC(=O)N2c2ccc(F)cc2)c2ccccc21)NCCc1ccccc1 (stereo not given) | 0
CCOC(=O)c1[nH]c2c(c1Cc1ccccc1OC)C(=O)CC(c1ccccc1)C2 (stereo not given) | 6
CN(c1cccc(NS(=O)(=O)c2ccc(F)cc2)c1)S(C)(=O)=O | -2
CC(=O)c1ccc(NC(=O)CO/N=C(\C)c2cccs2)cc1 | 10
CSc1nc2sc3c(c2c(=O)n1-c1ccc(C)c(Cl)c1)CCN(C(C)=O)C3 | 2
Oc1ccc(NCc2c(Cl)cccc2Cl)cc1 | -15
Cc1ccccc1NS(=O)(=O)c1cc2c(c([N+](=O)[O-])c1)-c1c(cc(S(=O)(=O)Nc3ccccc3C)cc1[N+](=O)[O-])C2=NO | -8
C1=C(CCNCc2ccncc2)CCCC1 | -4
Clc1cccc(Cl)c1-c1ccc(-c2cnc3ccccc3n2)o1 | -8
CC(=O)c1cc2c(s1)SCc1ccccc1C2=O | -3
Clc1cccc(N2CCN(c3nc4ccccc4c4nc(-c5cccnc5)nn34)CC2)c1 | -5
CCC(C)OC(=O)c1c(NC(=O)c2nc3ncccn3n2)sc2c1CCCC2 (stereo not given) | 3
COC(=O)C1C(c2ccccc2)c2c([nH][nH]c2=O)CC1(C)O (stereo not given) | 8
CCOc1nc(NC(=O)NS(=O)(=O)Oc2ccccc2Cl)nc(-c2ccccc2)n1 | 9
O=C(N=C(Cc1ccccc1)C(=O)N1CCC(Cc2ccccc2)CC1)c1ccccc1 | 9
COc1cc(C2c3c(n[nH]c3-c3ccc(CC(C)C)cc3)OC(=N)C2C#N)ccc1OC(C)=O (stereo not given) | 10
Other results
SMILES | ROC1-CUL1 inh
COc1cc(C(=O)Oc2cc(C)c(Br)cc2C(C)C)cc(OC)c1OC | 6
O=C1/C(=C/c2ccc(Cl)cc2)N=C(c2ccccc2)N1c1nc2ccccc2s1 | 7
CCOc1ccc(NC(=O)c2c(NC(=O)c3cccs3)sc3c2CCC(C(C)(C)C)C3)cc1 (stereo not given) | 0
N#Cc1c[nH]n2c(NC3CCCC3)c(-c3ccc(Br)cc3)nc12 | -3
COc1ccc(N2C(=O)C(F)(F)C2c2ccc(Cl)cc2)cc1 (stereo not given) | 3
CCc1ccccc1NC(=O)c1cc(-c2ccc(Cl)s2)nc2ccccc12 | 3
CC(C)N1CCC(N2CCCC(C(=O)NCCc3cccs3)C2)CC1 (stereo not given) | 1
Cc1ccc(NC(=O)C(Cc2ccccc2)NS(=O)(=O)c2ccc3c(c2)c(=O)n(C)c(=O)n3C)c(C)c1 (stereo not given) | 7
CCOC(=O)c1cc(-c2ccc(/C=C(\C#N)c3nc4ccc(C)cc4[nH]3)o2)ccc1Cl | -4
CCN(CC)c1ccc(NC(=O)CCc2c(C)nc3ncnn3c2C)c(C)c1 | 2
O=C(O)c1ccc(Cn2cnc3cccnc32)cc1 | -1
CCn1cc(C(=O)Nc2ccc(N(C)C)cc2)c(=O)c2ccc(C)nc21 | -10
Oc1ccc2ncccc2c1Br | 2
COc1ccc(N2CC(C(=O)NCCS(=O)(=O)N3CCN(c4ccccc4)CC3)CC2=O)cc1 (stereo not given) | -8
Cn1c(-c2ccc(C3CCCCC3)cc2)csc1=NC(=O)c1ccccc1 | -5
Cc1ccccc1S(=O)(=O)Oc1ccccc1C(=O)Oc1ccccc1 | -9
CCn1c2ccccc2c2cc(NC(=O)CCC3CCCC3)ccc21 | 1
Cc1cc(=O)[nH]c(SCCOc2ccc(Cl)cc2Cl)n1 | 8
CC(C)(O)C#Cc1cccc(C(=O)NCCN2Cc3ccccc3OC(c3ccsc3)C2)c1 (stereo not given) | -3
Oc1cc(O)c(-c2cc3ccccc3o2)cc1O | -3
Cc1cccc(NC(=O)CCN2CCN(c3ccccc3F)CC2)c1 | 6
CSc1cccc(NC(=O)c2ccc3c(c2)CCCN3S(C)(=O)=O)c1 | 6
C=CCN1C(=O)NC(=O)/C(=C\c2ccc(-c3cc(Cl)ccc3Cl)o2)C1=O | 97*
O=C(CN1CCOCC1)Nc1c(Cl)cc(Cl)cc1Cl | 1
OCCc1ccc(-c2ccc(Cl)cc2)o1 | 7
CNC(=O)c1ccc(C(C)(C)C)cc1 | 13
COc1cc2sc3c(=O)[nH]c4ccccc4c3c2cc1OC | 5
Nc1nc2ccc(Br)cc2s1 | 2
N#Cc1sc2nc3c(cc2c1N)CCCCC3 | 7
CCCCN1CC(c2nc3ccccc3n2CCCCOc2ccc(C)cc2C)CC1=O (stereo not given) | 8
O=C(NCc1ccon1)C1CCCN(C2CCN(CCc3ccccc3)CC2)C1 (stereo not given) | 0
COc1cc(OC)cc(C(=O)Nc2ccc(Br)cc2C(=O)O)c1 | 10
O=C(O)[C@@H]1[C@H](C(=O)O)[C@@H](c2cccnc2)[C@H]1c1cccnc1 | -1
CC(=O)Nc1ccc(CN2CCOc3ccc(C4=CCCCC4)cc3C2)s1 | -9
COc1cccc(/C(C)=C2/SC(=S)NC2=O)c1 | -2
CCOc1ccc(C2c3cc(OCC)c(OCC)cc3CC(=O)N2c2ccc(C(=O)O)cc2)cc1OCC (stereo not given) | 11
Cn1c(SCC(=O)Nc2cccc(Cl)c2)nc2sc3c(c2c1=O)CCCC3 | -1
NS(=O)(=O)c1ccc(N=C2C(=O)Nc3ccccc32)cc1 | -1
O=C(NC(=S)Nc1sc2c(c1C(=O)O)CCC2)c1ccccc1 | 4
COc1ccc(CCNC(=O)C(=O)NCC(c2ccco2)S(=O)(=O)c2cccs2)cc1OC (stereo not given) | 0
CC(=O)c1c(C)nn(C(C)CC(=O)O)c1C (stereo not given) | -14
O=S(=O)(NCCc1cccc(Cl)c1)c1cc(Cl)ccc1Cl | 1
CC(C)(C)c1cc2oc3c(c2c(C=NCc2ccncc2)c1O)CCCC3 | -2
Cc1ccc(C)c(Cn2c(=O)n(CCCCC(=O)NCc3ccccc3Cl)c(=O)c3ccccc32)c1 | 1
Cc1c(Cl)cccc1NC(=O)Cn1c(CCC(=O)O)ccc1-c1cccs1 | -6
COc1cccc2ccc(NCc3cccnc3N(C)C)nc12 | 1
O=C(Nc1ccccc1Oc1cccnc1)C1CCCN1Cc1ccncc1 (stereo not given) | -7
Cc1cc(C)nc(N2CCN([C@@H]3c4ccccc4C4(CCNCC4)[C@H]3O)CC2)n1 | 4
O=C(Nc1ccccc1Br)c1cc(CN2CCCC2)on1 | -2
COCCCN1C(=O)c2[nH]nc(-c3ccccc3O)c2C1c1ccc(OCc2ccccc2)cc1 (stereo not given) | 1
CCCOC(=O)c1cccc(N=C2C(=O)N(c3ccc(CC)cc3)C(=O)C2Cl)c1 (stereo not given) | 10
CNc1ccc(C(=O)NCCCc2ccc(OC)cc2)cn1 | 2
C=CCSc1nc2ccccc2n1C(=O)c1ccc(Cl)cc1 | 3
COc1cc2nc(N(C)C)c(CNCc3ccc(C(F)(F)F)cc3)cc2c(OC)c1OC | -2
CC1(C)CC(NC(=O)NC2CCCC2)CC(C)(C)N1 | 6
O=C(Nc1ccccc1C(=O)N1CCOCC1)c1ccccc1F | 4
CCN(CC)C1CCN(c2nc3nonc3nc2N2CCOCC2)C1 (stereo not given) | -9
CCC(=O)N1c2ccc(S(=O)(=O)CCC(=O)NCc3ccccc3OC)cc2CC1C (stereo not given) | -3
COc1cc(OC)cc(C(=O)Nc2ccc(C(=O)c3ccccc3)cc2)c1 | 3
Cc1ccnc(NC(=O)c2ccc(-c3ccccc3)cc2)n1 | 0
(cont.)
SMILES | ROC1-CUL1 inh
O=C(N/N=C/c1cc(Br)ccc1O)c1csc2c1CCCC2 | 2
COc1ccc2c(c1)cc1c(=O)n(CC(=O)NCCCOC(C)C)nc(C)n12 | 2
CNC(=O)c1cc2c(=O)n3cccc(C)c3nc2n1CCCOC | -1
Cc1cccc(N(CC(=O)Nc2ccc3c(c2)OCO3)S(=O)(=O)c2ccccc2)c1C | 7
Cc1cc(NC(=O)c2ccc(Cl)c(Cl)c2)cc(C)c1OCC(=O)N1CCOCC1 | -4
Cc1ccc(NC(=O)c2ccccc2C)cc1Br | 2

Structures shown so far that contain a thiophene ring, fused or not (20):
SMILES | ROC1-CUL1 inh
O=C(CC(O)(c1cccs1)c1cccs1)c1sc2ccccc2c1O | 9
Cc1ccc(NC(=O)CSc2nc3sc4c(c3c(=O)n2-c2ccccc2)CCCC4)c(C)c1 | -9
COc1cc(CN([C@H]2CCCCNC2=O)S(=O)(=O)c2cccc3cccnc23)cc(OC)c1OCCc1ccsc1 | -2
Cc1cc(CCc2ccc(Cl)cc2)c(C(=O)O)s1 | -1
CC(=O)c1ccc(NC(=O)CO/N=C(\C)c2cccs2)cc1 | 10
CSc1nc2sc3c(c2c(=O)n1-c1ccc(C)c(Cl)c1)CCN(C(C)=O)C3 | 2
CC(=O)c1cc2c(s1)SCc1ccccc1C2=O | -3
CCC(C)OC(=O)c1c(NC(=O)c2nc3ncccn3n2)sc2c1CCCC2 (stereo not given) | 3
CCOc1ccc(NC(=O)c2c(NC(=O)c3cccs3)sc3c2CCC(C(C)(C)C)C3)cc1 (stereo not given) | 0
CCc1ccccc1NC(=O)c1cc(-c2ccc(Cl)s2)nc2ccccc12 | 3
CC(C)N1CCC(N2CCCC(C(=O)NCCc3cccs3)C2)CC1 (stereo not given) | 1
CC(C)(O)C#Cc1cccc(C(=O)NCCN2Cc3ccccc3OC(c3ccsc3)C2)c1 (stereo not given) | -3
COc1cc2sc3c(=O)[nH]c4ccccc4c3c2cc1OC | 5
N#Cc1sc2nc3c(cc2c1N)CCCCC3 | 7
CC(=O)Nc1ccc(CN2CCOc3ccc(C4=CCCCC4)cc3C2)s1 | -9
Cn1c(SCC(=O)Nc2cccc(Cl)c2)nc2sc3c(c2c1=O)CCCC3 | -1
O=C(NC(=S)Nc1sc2c(c1C(=O)O)CCC2)c1ccccc1 | 4
COc1ccc(CCNC(=O)C(=O)NCC(c2ccco2)S(=O)(=O)c2cccs2)cc1OC (stereo not given) | 0
Cc1c(Cl)cccc1NC(=O)Cn1c(CCC(=O)O)ccc1-c1cccs1 | -6
O=C(N/N=C/c1cc(Br)ccc1O)c1csc2c1CCCC2 | 2
